Anesthetic bind = qHTS Assay for Identification of Novel General Anesthetics; Ferritin light chain (Equus caballus), P02791; apoferritin/1-aminoanthracene competitive binding, fluorescence; Potency, µM (series often up to 77.5 µM), inactives show at the highest dose activity change, negative = displacement, actives largely listed as inhibitors; 350,000 tested, 0.074% active; AID 485281, 2010; also: potency is read from the fitted curve at half-maximal effect; % is scaled to controls: 0 for no effect and ±100 for the full control effect; nearly all actives have a fitted effect of over 20% in size
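Probe: 1-aminoanthracene (50% saturated, PBS). Protein: horse-spleen apoferritin, 10 uM. Incubation: 10 min, room temperature. Detection: 380 nm excitation, 535 nm emission. Analysis: normalized response, four-parameter Hill.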
Pol eta inh = qHTS for Inhibitors of Polymerase Eta. Potency, µM (series often up to 114 µM), without a hit: top-dose activity change, negative = inhibition, most hits filed as inhibitors. DNA polymerase eta (Homo sapiens), Q9Y253. 390,000 tested, 1.2% active. recombinant Pol eta, fluorescent DNA replication assay; also: potency is read from the fitted curve at half-maximal effect; % is scaled to controls: 0 for no effect and ±100 for the full control effect
Target sequence (Q9Y253 whole entry, looked up): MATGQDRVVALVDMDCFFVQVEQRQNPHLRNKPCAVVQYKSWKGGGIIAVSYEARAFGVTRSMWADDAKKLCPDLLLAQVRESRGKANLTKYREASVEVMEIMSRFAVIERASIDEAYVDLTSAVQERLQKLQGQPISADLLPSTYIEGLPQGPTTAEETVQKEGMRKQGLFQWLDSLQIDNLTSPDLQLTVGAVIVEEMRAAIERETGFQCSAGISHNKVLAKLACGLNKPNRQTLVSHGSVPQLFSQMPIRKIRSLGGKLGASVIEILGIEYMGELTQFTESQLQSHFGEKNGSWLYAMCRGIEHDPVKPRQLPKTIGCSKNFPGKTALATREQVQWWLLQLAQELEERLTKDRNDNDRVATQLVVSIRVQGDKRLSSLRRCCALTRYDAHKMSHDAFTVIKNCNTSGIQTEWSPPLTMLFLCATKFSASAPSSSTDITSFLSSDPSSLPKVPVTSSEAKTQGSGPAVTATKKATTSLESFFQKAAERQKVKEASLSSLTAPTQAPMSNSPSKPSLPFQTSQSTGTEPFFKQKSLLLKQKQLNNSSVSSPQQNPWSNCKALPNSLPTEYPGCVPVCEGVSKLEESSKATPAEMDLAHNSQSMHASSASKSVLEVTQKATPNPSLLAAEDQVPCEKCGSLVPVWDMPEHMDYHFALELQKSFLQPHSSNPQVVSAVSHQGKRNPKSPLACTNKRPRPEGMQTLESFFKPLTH
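Fluorescent replication assay: 50 nM final substrate added after a 15 min room-temperature compound preincubation with 10 nM enzyme. Signal taken at 0 min and again at 10 min.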
PGK inhibitor = qHTS Assay to Find Inhibitors of Phosphoglycerate Kinase; PGK/GAPDH coupled, Kinase-Glo luminescence, 60 min; AID 602233, 2012; Phosphoglycerate kinase, glycosomal (Trypanosoma brucei brucei), P07378; 380,000 tested, 0.043% active; Potency, µM (top dose mostly 57.5 µM), for inactives: at the top dose activity change, negative = inhibition, hits mostly inhibitors; also: potency is read from the fitted curve at half-maximal effect; % is scaled to controls: 0 for no effect and ±100 for the full control effect; nearly all actives have a fitted effect of over 60% in size
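Luminescent ATP detection (Kinase-Glo Plus) follows a 60-minute room-temperature incubation, with wells lacking PGK as controls. Buffer: 100 mM TEA (pH 7.6), 5 mM MgCl2, 0.01% Tween-20. Coupling enzyme GAPDH (100 nM final) supplies unstable 1,3-BPG in-well.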
APE1 inh = qHTS Assay for Inhibitors of the Human Apurinic/apyrimidinic Endonuclease 1 (APE1); DNA repair nuclease/redox regulator APEX1 (Homo sapiens), P27695; recombinant APE1, TAMRA/BHQ-2 abasic DNA cleavage fluorescence; Potency, µM (titrated, usually from 65.8 µM), inactives show at the highest dose activity change, negative = inhibition, actives largely listed as inhibitors; 350,000 tested, 0.35% active; AID 2517, 2012;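 also: potency is read from the fitted curve at half-maximal effect; plate controls were vehicle for no effect and reference inhibitor for full effect; nearly all actives have a fitted effect of over 55% in size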
Target sequence (P27695 whole entry, looked up): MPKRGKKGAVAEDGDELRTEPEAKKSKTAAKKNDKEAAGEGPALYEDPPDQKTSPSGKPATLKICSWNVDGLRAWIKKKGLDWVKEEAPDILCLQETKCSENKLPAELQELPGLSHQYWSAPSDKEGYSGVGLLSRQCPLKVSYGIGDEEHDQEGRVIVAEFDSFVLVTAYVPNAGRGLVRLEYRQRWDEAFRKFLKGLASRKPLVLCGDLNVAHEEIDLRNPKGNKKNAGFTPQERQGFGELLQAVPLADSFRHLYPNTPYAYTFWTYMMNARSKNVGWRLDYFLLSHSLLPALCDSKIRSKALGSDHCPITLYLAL
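Quantitative HTS: incision of a TAMRA/BHQ-2 double-stranded substrate bearing a tetrahydrofuran abasic site by 0.75 nM APE1 raises fluorescence. Substrate 50 nM final, added after 15 min compound preincubation at room temperature; progress as third-minus-first kinetic read difference.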
Pol beta inh = qHTS Assay for Inhibitors of DNA Polymerase Beta. Potency, µM (doses to about 114 µM), for the others: at the top dose activity change, negative = inhibition, usual class: inhibitors. 340,000 tested, 1.3% active. Pol beta primer extension/strand displacement, fluorescence kinetic. AID 485314, 2010; also: potency is read from the fitted curve at half-maximal effect; % is scaled to controls: 0 for no effect and ±100 for the full control effect
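Kinetic readout of DNA synthesis with strand displacement by Pol beta. Compound and 10 nM enzyme sit 15 min at room temperature; 50 nM substrate starts the reaction, read immediately and at 10 min.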
Pol iota inh = qHTS for Inhibitors of Polymerase Iota | Pol iota fluorescent replication assay, 10 min | Potency, µM (top dose mostly 115 µM), for the others: at the highest dose activity, negative = inhibition, actives largely listed as inhibitors | 390,000 tested, 1% active; also: potency is read from the fitted curve at half-maximal effect
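Fluorescent replication assay read twice, at 0 min and 10 min after adding 50 nM (final) substrate. Enzyme (10 nM) and compounds were first incubated 15 min at room temperature; enzyme-free buffer wells were negative controls.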
RXFP1 antag = qHTS Assay for Antagonists of the Relaxin Receptor RXFP1 | Relaxin receptor 1 (Homo sapiens), Q9HBX9 | 350,000 tested, 0.59% active | activity change, negative = inhibition, % at 57.5 µM | HEK293-RXFP1, relaxin-stimulated cAMP HTRF, 30 min; stronger effect = lower value;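 active = activity change of -60% or lower, but not beyond a set lower limit; inconclusive = change between -60% and -40%, or beyond the set limit; inactive = change above -40%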; also: % is scaled to controls: 0 for no effect and ±100 for the full control effect
POLK inh = qHTS for Inhibitors of Polymerase Kappa; DNA polymerase kappa (Homo sapiens), Q9UBT6; purified Pol kappa, fluorescent DNA synthesis assay, 10 min; Potency, µM (doses to about 107 µM), inactives show top-dose activity, negative = inhibition, usual class: inhibitors; 400,000 tested, 0.53% active; AID 588579, 2011; also: potency is read from the fitted curve at half-maximal effect; % is scaled to controls: 0 for no effect and ±100 for the full control effect
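Inhibition of 10 nM Pol kappa is measured by a fluorescent read-out at 0 and 10 min following addition of 50 nM substrate (final), with a 15-min room-temperature compound preincubation.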
BLM helicase inh = qHTS Assay for Inhibitors of Bloom's syndrome helicase (BLM). RecQ-like DNA helicase BLM (Homo sapiens), P54132. recombinant BLM DNA unwinding, fluorescence dequenching. Potency, µM (titrated, usually from 56.1 µM), for the others: at the highest dose activity change, negative = inhibition, most hits filed as inhibitors. 350,000 tested, 0.2% active. AID 2528, 2010;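 also: potency is read from the fitted curve at half-maximal effect; plate controls were vehicle for no effect and no enzyme for full effect; nearly all actives have a fitted effect of over 35% in size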
* hit, by the source's call; i = inactive; ? = inconclusive; nt = not tested or not shown; & = joins results of further samples; [ ] = another dose, or the depositor's remark. Unless noted, calls follow the shape of the dose curve; as a rule, active = well fitted curve in the direction sought with a large enough effect; inconclusive = small, poorly fitted or top-dose-only effect, or another doubt; inactive = no such curve, though single readings can be large; an effect the other way counts as inactive or inconclusive.

Fields: Anesthetic bind	Pol eta inh	PGK inhibitor	APE1 inh	Pol beta inh	Pol iota inh	RXFP1 antag	POLK inh	BLM helicase inh
Cc1cc(=O)oc2cc(OC(C)C(=O)NCCCN3CCCC3=O)c(Cl)cc12 (stereo not given)
→ 8%	-13%	-1%	16%	2%	22%	25	10%	3%
CCOc1cccc(C(=O)NC(=S)Nc2cccnc2)c1
→ -13%	-22%	1%	3%	1%	9%	-6	-2%	-13%
C=CCn1c(=S)[nH]c2nc3c(cc2c1=O)COC(C)(C)C3
→ -7%	-19%	4%	-10%	35%	30%	12	-3%	-6%
Cc1ccc(NC(=O)CN2C(=O)S/C(=C\c3cccn3-c3cccc(C(=O)O)c3)C2=O)c(C)c1
→ -14%	3.5µM*	?	8.9µM*	10µM*	?	-8	?	?
Cc1cc(C)nc(SCC(=O)Nc2ncccn2)n1
→ 3%	nt	nt	16%	9%	nt	nt	nt	-14%
O=C1C=CC2(C=C1)O[C@H](Cc1ccccc1)[C@@H](Cc1ccccc1)O2
→ nt	?	-6%	nt	nt	?	?	-7%	nt
COc1ccc(Cc2nnc(SCC(=O)c3ccc4c(c3)OCO4)o2)cc1
→ nt	-6%	-5%	-7%	nt	-5%	-15	-11%	nt
CCOC(=O)CSc1nc(=O)n2ccccc2n1
→ -2%	9%	-3%	-3%	18%	20%	9	-15%	0%
O=c1[nH]cnc2c1C(c1ccccc1[N+](=O)[O-])c1c(nc[nH]c1=O)O2
→ -10%	-2%	-2%	-2%	82%	1%	-11	-9%	-8%
C/C(=N\NC(N)=O)c1ccc(-n2ccnc2)cc1
→ -3%	-5%	0%	-6%	-1%	3%	16	5%	-1%
CCOc1ccc(NC(=O)CN(C)C(=O)CC(NC(=O)c2ccccc2)c2ccccc2)cc1OCC (stereo not given)
→ nt	-16%	-9%	13%	nt	26%	-13	-2%	nt
CCOC(=O)CC(=O)c1sc2c(c1N)c(=O)[nH]c(=O)n2-c1ccc(OC)cc1
→ -4%	-18%	4%	-12%	23%	-17%	-8	-2%	-8%
CCOC(=O)C1=C(C)NC(C)=C(C(=O)OCC)C1C(=O)OCC(=O)N1c2ccccc2CC1C (stereo not given)
→ -3%	-21%&-8%	-3%&-6%	-1%	2%	30%&-8%[activator]	-9&-4	-4%&-17%	-7%
COc1cccc(CNC(=O)Cn2cc3c(n2)-c2c(oc(C(=O)N4CCCC4)c2C)CC3)c1
→ -11%	-3%	1%	nt	5%	46%[activator]	0	2%	-2%
C[C@H](NC(=O)c1ccco1)C(=O)Nc1nc(-c2ccccn2)cs1
→ nt	?	i	nt	nt	-7%	-2	-1%	nt
CCOC(=O)C1=C(CS(=O)(=O)c2ccccc2)NC(=O)NC1c1cc(OC)c(O)c(OC)c1 (stereo not given)
→ 2%	-1%	-14%	-2%	9%	13%	13	-15%	-3%
COc1ccccc1OCC(=O)N(Cc1nc(-c2ccccc2)no1)C(C)C
→ -13%	-15%	i	-8%	-2%	20%	?	11%	1%
Cc1cccc(NC(=S)N(CCCN2CCOCC2)C(C)c2cc3ccccc3o2)c1 (stereo not given)
→ -2%	-10%	-5%	-6%	-22%	1%	1	0%	-6%
Cc1[nH]c(C)c(S(=O)(=O)NCCc2ccccc2)c1C(=O)N1CCCCC1
→ -4%	-16%	-9%	-19%	37%	49%[activator]	4	1%	2%
O=C1CC(c2ccncc2)c2cc3c(cc2N1)OCO3 (stereo not given)
→ -8%	-4%	-10%	-3%	2%	20%	-4	3%	3%
O=C(CNS(=O)(=O)c1ccc(F)c(Cl)c1)N1CCCCCC1
→ -13%	-19%	-9%	1%	11%	178%[activator]	7	-2%	-10%
CC1CC(NC(=O)c2c(O)nc3ccccn3c2=O)CC(C)(C)C1 (stereo not given)
→ nt	-1%	-10%	nt	nt	9%	1	-8%	nt
CCc1nn(Cc2ccc(Cl)cc2)c(=O)c2cc3cc(C)ccc3n12
→ 0%	-17%	i	nt	7%	11%	nt	-2%	-1%
O=C(NC1CCCC1)c1cc2c(=O)n3ccccc3nc2s1
→ nt	4%	i	-9%	nt	-2%	4	5%	nt
COc1ccc(CCNC(=O)CC(c2ccccc2)c2cccc(C)c2O)cc1OC (stereo not given)
→ -19%	-23%	-9%	-4%	2%	-3%	-9	-4%	-9%
Cc1ccc(OCC(=O)OCc2cc(=O)n3nc(C4CC4)sc3n2)cc1
→ ?	-8%	i	nt	-1%	89µM*	nt	-23%	0%
COCCNC(=O)/C(C#N)=C/c1c(F)cccc1Cl
→ -5%	-7%	-7%	-1%	-5%	39%[activator]	-8	-4%	1%
CN1c2ccccc2-c2nc3ccccc3n2C1c1cccs1 (stereo not given)
→ 526%[activator]	-16%	-2%	11%	14%	30%	-13	-12%	-6%
Cn1nnnc1SCSc1nnnn1C
→ -4%	-8%	0%	-6%	8%	4%	0	-4%	-7%
COc1ccccc1NC(=O)c1cc(Cl)nc2ccccc12
→ -5%	-14%	-7%	5%	21%	25%	?	-9%	-1%
Cc1ccc(NC(=O)C2(c3cccs3)CCOCC2)cc1C
→ ?	-7%	5%	1%	28%	25%	1	-10%	-1%
C[C@@H]1CC[C@@]2(O[C@H](CCO)C[C@@H](O)[C@@H]2O)O1
→ -8%	-14%	-10%	11%	19%	18%	nt	2%	1%
O=C(COC(=O)CCN=C1NS(=O)(=O)c2ccccc21)NNC(=O)c1ccc(Cl)cc1
→ nt	-16%	-10%	-5%	nt	7%	4	-17%	nt
CN(Cc1cccc(F)c1)C(=O)CN1CCN(S(=O)(=O)c2ccc3c(c2)OCCCO3)CC1
→ nt	-27%	-9%	48%	nt	40%[activator]	-2	-13%	nt
CC1CN(C(=O)/C=C/c2ccccc2[N+](=O)[O-])CC(C)O1 (stereo not given)
→ -9%	-10%	i	-2%	?	11%	-3	2%	1%
CCn1c(=O)c(=O)n(CC)c2cc(N3CCCCC3)c(NC(=O)c3cccc(F)c3)cc21
→ 7%	8%	-1%	nt	43%	11%	-22	15%	-8%
COc1ccc(OC)c(CNc2ncc(-c3cccc([N+](=O)[O-])c3)n2C)c1
→ -19%	-12%	-4%	21%	16%	37%[activator]	3	3%	-1%
Cc1cc(C)c2c3c(sc2n1)C(c1cccc(F)c1)C(C#N)=C(N)O3 (stereo not given)
→ 67%[activator]	-14%	4%	-2%	-10%	0%	-25	-9%	-7%
CC(C(=O)Nc1ccccc1C#N)N1C(=O)NC2(CCCCCC2)C1=O (stereo not given)
→ nt	1%	-2%	3%	nt	-1%	7	1%	nt
C/C=C/c1ccc(OCC(=O)Nc2ccc(C(N)=O)cc2)c(OC)c1
→ -7%	4%	6%	-6%	-5%	85%[activator]	16	-2%	-18%
Cc1ccc2cccc(NC(=S)NC(=O)c3c(Br)cnn3C)c2n1
→ ?	3%	-4%	0%	?	29%	-3	-9%	-5%
CCCN1C(=O)C(O)(c2c(C)[nH]c3ccccc23)c2ccccc21 (stereo not given)
→ -15%	-23%	-9%	-4%	0%	27%	-6	-3%	-4%
COc1ccccc1OCc1nc2ccccc2n1C
→ 8%	-9%	-10%	7%	4%	40%[activator]	9	13%	-2%
CCOC(=O)c1[nH]c2ccccc2c1NC(=O)c1ccco1
→ -7%	4%	-10%	-2%	-22%	1%	7	-2%	1%
O=C(CSc1nnc(NC(=O)Cc2ccc(F)cc2)s1)NCc1ccco1
→ 3%	0%	-2%	4%	?	-4%	9	-19%	-1%
Cc1oc2c(c(C)cc3oc(=O)c(CC(=O)NCCc4ccccc4F)c(C)c32)c1C
→ 13%	-8%	4%	nt	43%	11%	7	-7%	-6%
COc1ccc(NC(=O)C2CCN(S(=O)(=O)c3c(C)noc3C)CC2)cc1
→ -3%	-2%	-9%	10%	-9%	60%[activator]	1	-1%	-1%
O=C(CC(c1ccccc1)c1ccco1)N1CCOCC1 (stereo not given)
→ -6%	-16%	3%	-3%	0%	18%	-19	1%	3%
COc1cc(OC)cc(C(=O)NNC(=O)CCC2CCCC2)c1
→ nt	-9%	1%	33%	nt	20%	1	-11%	nt
O=C(O)c1cncc(SCc2ccccc2)n1
→ nt	-21%	-9%	nt	nt	-23%[58.9 µM]	-4	-5%	nt
CCOc1ccc(S(=O)(=O)c2cc3cccc(OCC)c3oc2=O)cc1
→ -24%	-15%	i	nt	-1%	38%[activator]	nt	1%	-6%
O=c1cc(O)c2ccccc2n1Cc1ccccc1
→ -7%	-17%	0%	1%	-10%	62%[activator]	-8	6%	-3%
COc1ccc(NC(=O)/C(C#N)=C\c2ccc(-c3cccc(C(=O)O)c3C)o2)cc1
→ ?	22µM*	-14%	-39%	7.9µM*	?	0	?	2%
CCOc1ccccc1NS(=O)(=O)c1ccc2c(c1)n(C)c(=O)c(=O)n2C
→ 4%	-19%	5%	-6%	35%	15%	3	-4%	2%

APE1 inh, entries above that show a hit
molecule,Pol eta inh,PGK inhibitor,APE1 inh,Pol beta inh,Pol iota inh,RXFP1 antag,POLK inh,BLM helicase inh
Cc1ccc(NC(=O)CN2C(=O)S/C(=C\c3cccn3-c3cccc(C(=O)O)c3)C2=O)c(C)c1,3.5µM*,?,8.9µM*,10µM*,?,-8,?,?

Not all compounds are listed (hit frequency here may not be typical).
